HT1080NT lethal: kills 2HG-producing HT-1080-NT fibrosarcoma cells; HT-1080-NT fibrosarcoma viability, CellTiter-Glo ATP luminescence, 48 h; Potency, µM (series often up to 46.1 µM), without a hit: at the highest dose activity, negative = less viability, usual class: cytotoxic; 360,000 tested, 1.6% active;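 further: NT is the 2HG producing partner of a matched IDH1 knockdown line; potency means the concentration at half of the fitted maximal effect; 0% = DMSO-treated cells and -100% = media-only wells without cells; nearly all actives have a fitted effect of over 55% in size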
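HT-1080-NT fibrosarcoma cells (2HG-overproducing), 750 cells/well in RPMI with 5% FBS, dosed after 2 h and incubated 48 h at 37C. CellTiter-Glo luminescence normalized to DMSO and no-cell wells; concentration-response curves fitted and classed.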
IL-1B inflam inh: inflammasome signaling inhibition, IL-1 beta readout; THP-1 LPS/ATP IL-1B secretion, AlphaLISA, 16 h; stronger effect = lower value; activity change, % at 57.5 µM; 360,000 tested, 4.7% active; AID 743279; in the data active means activity change below about -50%; inconclusive means mostly about -30% to -49%; further: on the % scale 0 is the no-effect control and ±100 the full control effect
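Secreted IL-1B measured by AlphaLISA bead assay after 16 h compound exposure of THP-1 cells; compounds (final up to 57.5 uM) added 1 h before LPS (250 ng/mL) and ATP (1.25 mM) stimulation; lower signal means less secretion.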
SW480 rerep: inducers of DNA re-replication in SW480 colon cancer cells; SW480 DNA re-replication, Hoechst DNA content imaging, 48 h; Potency, µM (series often up to 46.1 µM), for inactives: at the highest dose re-replication activation, usual class: activators; 340,000 tested, 1.8% active; AID 624297; further: potency means the concentration at half of the fitted maximal effect; % of control where 0% means no effect; nearly all actives have a fitted effect of over 55% in size
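Image-based read-out: total Hoechst fluorescence of nuclei (405 nm excitation, 500-530 nm emission), with hits raising the fraction of high-intensity nuclei. SW480 colon cells incubated 48 hr with compounds at 37 C.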
DRD3 antagonist: blocks the human D3 dopamine receptor; 360,000 tested, 2.5% active; D3R cells, DiscoveRx beta-arrestin luminescence, antagonist mode; stronger effect = lower value; AID 652054; P35462; max response, negative = inhibition, %; in the data active means max response below about -50%; inconclusive means no clear call, values can overlap the other calls; further: on the % scale 0 is the no-effect control and ±100 the full control effect; mostly tested at two doses, the higher about 12 µM
Target sequence (P35462 whole entry, looked up): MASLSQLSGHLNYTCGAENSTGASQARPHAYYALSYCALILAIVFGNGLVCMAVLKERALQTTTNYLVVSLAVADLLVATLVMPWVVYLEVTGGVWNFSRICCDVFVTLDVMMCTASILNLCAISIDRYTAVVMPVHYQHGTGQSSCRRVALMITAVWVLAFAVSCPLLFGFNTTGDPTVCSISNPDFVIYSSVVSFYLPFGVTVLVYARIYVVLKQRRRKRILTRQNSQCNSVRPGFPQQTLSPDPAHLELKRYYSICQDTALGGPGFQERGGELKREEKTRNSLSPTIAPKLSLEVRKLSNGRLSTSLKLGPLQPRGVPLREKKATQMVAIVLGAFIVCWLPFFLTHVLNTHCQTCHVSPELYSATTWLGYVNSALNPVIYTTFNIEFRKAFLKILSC
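Cells plated overnight at 1500 cells/well, then exposed to library compounds with dopamine controls for 90 minutes at 37 degrees C. DiscoveRx reagent added for 30–60 minutes at room temperature; luminescence read, quantitative HTS format.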
KB-3-1 cytotox: kills parental KB-3-1 adenocarcinoma cells | KB-3-1 viability, CellTiter-Glo ATP luminescence, 72 h | Potency, µM (doses to about 46.1 µM), for the others: at the top dose activity change, negative = cytotoxic, hits mostly cytotoxic | 400,000 tested, 1.4% active; further: potency means the concentration at half of the fitted maximal effect; on the % scale 0 is the no-effect control and ±100 the full control effect; nearly all actives have a fitted effect of over 60% in size
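Cytotoxicity measured as CellTiter-Glo luminescence after 72 h at 37 C. Compound titrations were pinned onto drug-naive KB-3-1 parental adenocarcinoma cells grown in DMEM with 10% FBS, and normalized data fitted to concentration-response curves.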
HT1080 IDH1KD tx: HT-1080 IDH1 knockdown cell toxicity (counter line); HT-1080 IDH1 knockdown viability, ATP luminescence, 48 h; Potency, µM (titrated, usually from 46.1 µM), inactives show at the highest dose activity, negative = toxicity, usual class: cytotoxic; 360,000 tested, 2% active; AID 686971;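 further: potency means the concentration at half of the fitted maximal effect; 0% = DMSO wells and -100% = cell-free medium wells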
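IDH1KD HT-1080 cells, 750/well, RPMI + 5% FBS; compound pinned after 2 h settling; 48 h, 37 °C; CellTiter-Glo luminescence; % activity normalised to DMSO and no-cell wells; curves fitted, classed by r2 and efficacy.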
KB-V1 cytotox: kills drug-selected multidrug resistant KB-V1 cells. AID 1347076. 400,000 tested, 3.4% active. KB-V1 MDR cells viability, CellTiter-Glo, 72 h. Potency, µM (series often up to 46.1 µM), for inactives: at the top dose activity change, negative = cytotoxicity, actives largely listed as cytotoxic; further: potency means the concentration at half of the fitted maximal effect; on the % scale 0 is the no-effect control and ±100 the full control effect; nearly all actives have a fitted effect of over 60% in size
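qHTS viability screen in drug-selected KB-V1 MDR cells: 72 h compound treatment at 37 degrees C, ATP luminescence end point.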
GLP1R ag: agonists of human GLP-1 receptor; P43220; HEK293 GLP-1R CRE-luciferase, luminescence, 4-6 h; cells express a hypersensitive GLP-1R form; Potency, µM (top dose mostly 45.6 µM), for inactives: top-dose activation, actives largely listed as activators; 380,000 tested, 0.007% active; AID 624172; further: potency means the concentration at half of the fitted maximal effect; % of control where 0% means no effect
Target sequence (P43220 whole entry, looked up): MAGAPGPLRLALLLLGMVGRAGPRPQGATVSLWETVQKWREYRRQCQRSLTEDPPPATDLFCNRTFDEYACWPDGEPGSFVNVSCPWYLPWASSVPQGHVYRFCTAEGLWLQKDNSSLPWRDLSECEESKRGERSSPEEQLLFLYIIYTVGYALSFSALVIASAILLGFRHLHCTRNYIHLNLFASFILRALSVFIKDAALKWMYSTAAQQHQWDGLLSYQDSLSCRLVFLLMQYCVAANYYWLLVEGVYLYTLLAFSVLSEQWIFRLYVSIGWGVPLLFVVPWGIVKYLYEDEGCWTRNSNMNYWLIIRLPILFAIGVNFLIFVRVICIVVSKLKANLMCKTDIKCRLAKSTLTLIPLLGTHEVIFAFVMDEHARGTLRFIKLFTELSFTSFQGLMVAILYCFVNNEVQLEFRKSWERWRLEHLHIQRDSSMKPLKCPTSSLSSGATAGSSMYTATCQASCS
D3 ag: agonists of human D3 dopamine receptor; D3R DiscoveRx beta-arrestin cells, luminescence, 90 min; AID 652048; 410,000 tested, 0.58% active; max activation, %; in the data active means max activation above about 30%; further: 0% is about no effect; mostly tested at two doses, the higher about 12 µM
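Agonist mode: compounds and dopamine controls were applied to plated cells for 90 min at 37 degrees C after an overnight attachment at 1500 cells/well. Luminescent read-out followed 30 - 60 minutes at room temperature with DiscoveRx detection reagent.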
* = called active by the depositor; ? = inconclusive; / = not tested or not shown. Unless noted, the call rests on the fitted dose curve; in most records, active means well fitted curve in the direction sought with a large enough effect; inconclusive means small, poorly fitted or top-dose-only effect, or another doubt; inactive means no such curve, though single readings can be large; an effect the other way counts as inactive or inconclusive.

SMILES | HT1080NT lethal | IL-1B inflam inh | SW480 rerep | DRD3 antagonist | KB-3-1 cytotox | HT1080 IDH1KD tx | KB-V1 cytotox | GLP1R ag | D3 ag
O=C(O)c1cccc2c1C(=O)c1ccc(N3CCN(Cc4ccc5c(c4)OCO5)CC3)cc1S2(=O)=O | -1.6% | 10.2 | / | 0.0 | -4.9% | -2.8% | -11.4% | 6.1% | -4.1
NC(=O)c1nsc(C(=O)N(CC(=O)NC2CCCC2)c2cccc(C(F)(F)F)c2)c1N | -17.2% | -12.9 | ? | -22.3 | 4.1% | -10.6% | 0.0% | 8.2% | -3.7
COc1ccc(CCNc2oc(Cc3ccccc3)nc2C#N)cc1OC | -10.2% | ? | ? | 15.8 | 1.4% | -22.3% | ? | 24.8% | -0.2
COc1cccc(C2Nc3ccccc3C(=O)N2c2ccc(F)cc2)c1O (stereo not drawn) | 0.3% | -4.0 | 3.9% | -5.2 | 8.6% | -3.6% | 16.3% | 4.4% | -4.6
Cc1cc(C)cc(-n2nnnc2-c2cn(C)nc2C(F)(F)F)c1 | 2.4% | 47.6 | 1.2% | 2.1 | -4.0% | -1.5% | -17.9% | -4.5% | 2.3
O=C(NC1CCCC1)c1ccc(Br)c(S(=O)(=O)N2CCCCC2)c1 | 1.6% | 5.4 | -7.4% | -6.2 | 2.4% | 5.3% | -9.3% | 3.7% | 7.5
Cc1ccc(NC(=O)CSCc2cc(=O)n3ccsc3n2)c(C)c1 | -2.3% | 18.4 | 1.5% | 1.2 | -0.2% | 18.4% | ? | -4.5% | 1.4
CCOC(=O)c1nc(-c2ccc(OC)c(OC)c2)cnc1C#N | 12.0% | -7.7 | 2.0% | 13.7 | 2.9% | 10.0% | 6.9% | 0.2% | 3.7
Cc1cccc(OCc2nnc(NC(=O)c3cccs3)s2)c1 | -0.1% | 8.7 | -9.3% | ? | -0.4% | -2.9% | 1.4% | -12.9% | -5.6
Cc1nc([N+](=O)[O-])c(C(=O)OCc2ccccc2F)n1C | -1.2% | 0.0 | 0.2% | 6.5 | -4.2% | -1.7% | -9.8% | 9.3% | 5.9
COC(=O)c1cccc(NC(=O)c2cnccn2)c1 | 5.6% | 9.2 | -6.4% | 21.8 | 7.6% | 1.8% | 14.4% | -7.3% | 8.0
COc1cccc(/C=C/c2nc3c(cnn3-c3ccccc3)c(=O)[nH]2)c1 | 0.0% | 42.1 | ? | -9.8 | ? | -0.3% | -18.6% | -0.2% | 0.2
COc1ccc2c(c1)CCCO[C@]21O[C@H](CCO)C[C@H](O)[C@H]1O | 11.6% | 24.3 | / | -5.1 | 7.9% | 13.0% | -6.9% | 1.3% | -5.1
O=C(NC1CCCC1)C1c2ccccc2OCC(=O)N1CCc1ccccc1 (stereo not drawn) | 9.6% | 26.4 | / | 0.0 | 19.4% | 3.6% | -16.8% | -2.0% | -13.5
O=C(Nc1ccc(S(=O)(=O)N2CCCC2)cc1)c1cccc(OC(F)F)c1 | 2.7% | ? | ? | 10.2 | 7.1% | -1.7% | -15.7% | 0.2% | -1.9
COc1ccc2c(c1)N(C(=O)CN1C(=O)C3CCCCC3C1=O)C(C)(C)C=C2C (stereo not drawn) | 0.1% | -4.0 | 0.0% | 9.7 | 21.3% | 1.7% | -4.9% | 1.1% | -1.0
CCOC(=O)N1CCN(C(=O)COc2cccc3c2CCN(Cc2ccccc2C)C3=O)CC1 | -7.3% | -13.2 | -1.3% | -10.2 | -7.9% | -6.0% | ? | 13.1% | -2.6
FC(F)(F)c1ccccc1-c1ccc2nncn2c1 | ? | 3.9 | / | -11.4 | 0.0% | 3.3% | -0.8% | -0.5% | -3.2
CN(C)CCn1c2ccccc2c2nc3ccc([N+](=O)[O-])cc3cc21 | -11.6% | / | ? | -13.8 | -11.5% | ? | ? | 4.7% | -4.2
Cc1cccc(NC(=O)C2CCN(c3ncnc4c3nc3n4CCCCC3)CC2)n1 | -1.8% | 52.4 | -16.1% | 15.0 | 11.8% | -15.4% | ? | 12.7% | 1.0
Nc1cc(=O)[nH]c(SCC(=O)N2CCCCC2)n1 | -1.9% | 21.4 | ? | 5.3 | 1.5% | 0.5% | -16.7% | 3.9% | -2.0
O=C(Nc1cc(Cl)ccc1Cl)N1CCCC1 | 18.1% | -25.9 | 27.1% | 9.6 | -6.6% | 16.9% | -1.6% | -5.3% | -1.9
Cc1ccc(NC(=O)c2cnn(-c3ccccc3)c2NC(=O)c2ccco2)cc1 | 1.2% | -17.0 | ? | 7.0 | 0.4% | 13.7% | -10.0% | 0.5% | 1.3
CCc1ccccc1N(CC(=O)N1CCCC1)S(C)(=O)=O | 3.8% | -2.1 | -11.9% | 11.2 | 7.1% | -2.0% | -6.2% | -5.5% | 9.5
COc1ccc(C)cc1S(=O)(=O)N(C)CC(=O)N1CCCCC1 | 12.1% | -8.7 | -7.5% | -7.5 | 1.4% | 8.6% | ? | -15.2% | 1.4
Cc1c(NS(=O)(=O)c2ccc(Cl)c(C(=O)OC(C)C(=O)NCc3ccco3)c2)c(=O)n(-c2ccccc2)n1C (stereo not drawn) | 15.6% | -11.6 | -3.2% | -1.9 | 0.4% | 10.4% | 0.1% | -0.1% | -6.9
C[C@H](NC(=O)c1ccc(C(C)(C)C)cc1)C(=O)N1CCC2(CC1)NCCc1[nH]cnc12 | 7.8% | 27.5 | -3.7% | 0.0 | -2.4% | 22.2% | 16.0% | -2.2% | 6.3
COc1ccc(/C=C/C(=O)NC2=NCCS2)cc1OC | -0.2% | -24.1 | -1.4% | ? | 22.8% | 6.9% | 34.4% | 19.9% | -1.5
COc1ccc(-c2n[nH]c(=S)n2-c2cc(OC)ccc2OC)cc1 | -17.2% | -2.3 | ? | -26.3 | -8.7% | -12.2% | -21.3% | 3.8% | -3.7
CC(C)(C)c1nnc2sc(SCC(=O)c3cccs3)nn2c1=O | -19.6% | -19.4 | 17.1% | -1.2 | -28.0% | -22.2% | -0.3% | -25.2% | 1.1

3 structures from above, ordered by heavy-atom count, rising.
SMILES | HT1080NT lethal | IL-1B inflam inh | SW480 rerep | DRD3 antagonist | KB-3-1 cytotox | HT1080 IDH1KD tx | KB-V1 cytotox | GLP1R ag | D3 ag
CN(C)CCn1c2ccccc2c2nc3ccc([N+](=O)[O-])cc3cc21 | -11.6% | / | ? | -13.8 | -11.5% | ? | ? | 4.7% | -4.2
C[C@H](NC(=O)c1ccc(C(C)(C)C)cc1)C(=O)N1CCC2(CC1)NCCc1[nH]cnc12 | 7.8% | 27.5 | -3.7% | 0.0 | -2.4% | 22.2% | 16.0% | -2.2% | 6.3
CCOC(=O)N1CCN(C(=O)COc2cccc3c2CCN(Cc2ccccc2C)C3=O)CC1 | -7.3% | -13.2 | -1.3% | -10.2 | -7.9% | -6.0% | ? | 13.1% | -2.6

Next section.
SMILES | HT1080NT lethal | IL-1B inflam inh | SW480 rerep | DRD3 antagonist | KB-3-1 cytotox | HT1080 IDH1KD tx | KB-V1 cytotox | GLP1R ag | D3 ag
CCOC(=O)C(=O)N(C)c1c(CC)nc2c(OCc3ccccc3C)cccn12 | 14.0% | 8.8 | / | 0.0 | 0.0% | 8.4% | 3.7% | 7.0% | -5.0
CC1(c2ccccc2Cl)NC(=O)N(CC(=O)NCc2ccco2)C1=O (stereo not drawn) | 7.1% | 1.9 | -1.9% | 3.4 | 0.3% | -1.5% | 6.8% | 5.4% | 0.5
CCn1ccnc1CN1CCN(CC(C)C)C(CCO)C1 (stereo not drawn) | -2.2% | 5.5 | -3.2% | 1.8 | 6.0% | 3.4% | -5.4% | 3.9% | 5.1
CN1c2ccc([N+](=O)[O-])cc2N(C)C1(C)c1ccccc1 (stereo not drawn) | ? | -13.8 | -3.2% | -62.1* | -22.1% | ? | ? | 14.1% | -20.2
Cc1ccc(-n2nnnc2SC(C)C(=O)NCC(=O)Nc2ccc(F)c(F)c2F)c(C)c1 (stereo not drawn) | -11.9% | ? | -2.7% | -8.1 | -0.9% | -14.0% | 0.0% | 1.0% | -0.4
CCOc1cc(-c2nc3cc(C)ccn3c2NCC2CCCO2)ccc1O (stereo not drawn) | 0.9% | 2.6 | 0.8% | -24.2 | 13.8% | 11.1% | 2.59µM* | 5.6% | -18.9
COc1cccc2[nH]c(C(=O)NC(C)c3ccccc3)cc12 (stereo not drawn) | 2.6% | -22.6 | -4.8% | 15.9 | -8.7% | 0.8% | -8.3% | 5.6% | 3.2
CC(C)N(Cc1ccccc1)C(=O)COC(=O)c1ccc2ncsc2c1 | -11.5% | -6.6 | -8.7% | 19.7 | 9.0% | 6.2% | 8.2% | 2.3% | 6.8
COCCNc1oc(Cc2cccc3ccccc23)nc1C#N | -4.3% | -2.8 | -2.7% | 2.9 | 2.5% | -0.3% | 5.4% | 10.1% | 7.7
O=C(/C=C/c1ccccc1)NC(=S)NNC(=O)Cc1cccs1 | ? | 39.0 | ? | -72.4* | ? | ? | ? | -8.9% | -5.4
CC(C)(C)c1ccc(CC(=O)N2CCC2(C)C(=O)NS(=O)(=O)c2ccccc2)cc1 (stereo not drawn) | 4.1% | -73.8* | / | 5.6 | 0.0% | 5.2% | 2.2% | -6.7% | 1.7
Cc1ccc(-n2c(=O)c3sc4ccccc4c3n(C)c2=O)cc1F | / | / | / | / | -2.2% | / | 0.0% | -0.1% | -12.8
CSCCC(NC(=O)/C(=C\c1ccco1)NC(=O)c1ccco1)C(=O)O (stereo not drawn) | 9.5% | -6.9 | 2.0% | -1.3 | 22.6% | 14.9% | -11.6% | -3.3% | 1.8
COc1ccc(C(=O)NNC(=O)CCc2ccccc2OC)cc1 | 10.1% | -0.4 | -15.7% | 9.5 | -1.2% | 15.7% | 2.9% | -2.1% | 9.2

Rows are unselected, and some 12% of all compounds hit somewhere here.
